Assay outcomes (PubChem BioAssay)
M4 PAM – positive allosteric modulators of human muscarinic M4 receptor | CHO-K1 hM4/Gqi5, Fluo-8 calcium fluorescence, ACh EC20; 0% = ACh EC20, 100% = maximal ACh | activation, % at 3 µM | 360,000 tested, 0.4% active | AID 624126;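 active means activation above its plate's cutoff, the mean activation of sample wells plus 3 SD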; further: some results filed as inactive read as strong as hits
CRFBP-R2 block – antagonists of CRF-binding protein/CRF-R2 receptor complex; HEK293 CRF-R2/CRF-BP, CRF-induced calcium fluorescence; 350,000 tested, 0.59% active; inhibition, % at 11.8 µM; AID 588475;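 active means inhibition of the ligand-induced calcium signal above about 50% at the single tested concentration, limit read from the data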
CRFR2-BP ag – CRF-BP/CRF-R2 complex agonism; HEK293 CRF-R2/CRF-BP, calcium dye fluorescence (FLIPR); percent of saturating CRF peptide response; activation, % at 13.2 µM; 350,000 tested, 0.46% active; AID 588473;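 active means activation of at least 50%, plus an integration ratio under a set limit after plate pattern correction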;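 further: plate controls were neutral control wells without compound for no effect and CRF at EC100 for full effect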
M5 antag – blocks acetylcholine activation of human M5 receptor. inhibition, % at 3 µM. P08912. 360,000 tested, 0.59% active. AID 624040. CHO-hM5 cells, Fluo-8 calcium fluorescence, ACh EC80;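 active means inhibition above a per-plate cutoff, the mean of that plate's test compounds plus 3 SD, cut at about 27% in these data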;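 further: 0% = acetylcholine EC80 with DMSO and 100% = DMSO without agonist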
M5 ag – CHRM5 agonism in calcium assay; P08912; CHO-K1 hM5 cells, Fluo-8 calcium fluorescence; 0% DMSO wells, 100% maximal acetylcholine response; activation, % at 3 µM; 360,000 tested, 0.19% active; AID 624037;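 active means activation above the run's mean over test compounds plus 3 SD, cut at about 23% in these data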;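 further: signal is peak over basal fluorescence ratio across the kinetic read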
IDE cell inh – cellular human IDE inhibition; P14735; HEK cells, FAbetaB cleavage, fluorescence polarization; inhibition, % at 5.59 µM; 320,000 tested, 0.41% active; AID 434962;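 active means percent inhibition above the average of all tested compounds plus 3 SD, set per screening campaign, cut at about 16% in these data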;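 further: IDE supplied by intact live HEK cells; FP after avidin binding of uncleaved biotin substrate so inhibition keeps polarization high; 0% = DMSO wells and 100% = 60 µM reference IDE inhibitor Ii1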
Target sequence (P14735 whole entry, looked up): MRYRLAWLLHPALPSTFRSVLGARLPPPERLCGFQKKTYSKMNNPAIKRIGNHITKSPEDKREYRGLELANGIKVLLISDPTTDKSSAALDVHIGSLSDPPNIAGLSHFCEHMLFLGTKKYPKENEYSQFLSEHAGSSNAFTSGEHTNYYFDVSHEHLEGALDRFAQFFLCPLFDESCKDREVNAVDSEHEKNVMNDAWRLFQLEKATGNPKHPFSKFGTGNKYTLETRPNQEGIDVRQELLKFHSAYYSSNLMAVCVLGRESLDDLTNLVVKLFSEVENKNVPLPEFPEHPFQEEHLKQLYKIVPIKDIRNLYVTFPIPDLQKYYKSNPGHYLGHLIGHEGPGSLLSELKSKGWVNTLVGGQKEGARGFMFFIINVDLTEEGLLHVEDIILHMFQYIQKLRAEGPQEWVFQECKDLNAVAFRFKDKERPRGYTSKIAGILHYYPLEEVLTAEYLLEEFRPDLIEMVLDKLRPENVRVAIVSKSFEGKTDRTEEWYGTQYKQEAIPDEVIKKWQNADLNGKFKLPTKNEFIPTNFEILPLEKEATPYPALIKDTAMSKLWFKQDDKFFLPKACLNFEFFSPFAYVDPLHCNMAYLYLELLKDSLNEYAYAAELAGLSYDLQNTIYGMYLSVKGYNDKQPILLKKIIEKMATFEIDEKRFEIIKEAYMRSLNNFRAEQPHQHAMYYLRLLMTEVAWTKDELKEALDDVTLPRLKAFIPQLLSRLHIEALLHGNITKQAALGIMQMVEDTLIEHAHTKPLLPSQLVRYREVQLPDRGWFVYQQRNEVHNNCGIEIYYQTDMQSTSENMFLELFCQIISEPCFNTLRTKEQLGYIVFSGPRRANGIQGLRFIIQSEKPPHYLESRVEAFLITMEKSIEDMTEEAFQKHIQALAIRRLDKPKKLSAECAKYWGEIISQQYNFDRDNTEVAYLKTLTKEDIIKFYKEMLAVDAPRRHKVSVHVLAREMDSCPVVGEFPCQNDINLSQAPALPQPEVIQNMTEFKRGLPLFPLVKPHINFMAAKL
CHRM4 antagonist – CHRM4 antagonism in calcium assay; P08173; CHO-hM4 cells, ACh EC80, Fluo-8 calcium fluorescence; inhibition, % at 3 µM; 360,000 tested, 0.73% active; AID 624125;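 active means inhibition above its plate's cutoff, the mean inhibition of sample wells plus 3 SD, cut at about 27% in these data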;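 further: 0% = acetylcholine EC80 with DMSO and 100% = DMSO without agonist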
M5 PAM – positive allosteric modulators of human muscarinic M5 receptor. CHO-K1 hM5, Fluo-8 calcium, ACh EC20 PAM; 0% = ACh EC20, 100% = ACh EC100. activation, % at 3 µM. 360,000 tested, 0.3% active. AID 624038;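 active means activation above the run cutoff, the mean activation of all test compounds plus 3 SD, cut at about 18% in these data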
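Test system: CHO-K1 hM5 cells / Doses: single-point, 3 µM nominal / Times: Post-acetylcholine fluorescence recording 140 s / Technique: Fluo-8 calcium fluorescence / Measure: Max/basal fluorescence ratio as % of EC20–EC100 ACh window / Benchmarks: low control EC20 acetylcholine (0%), high control EC100 acetylcholine (100%) / Replicates: one well per compound, no replicates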
CHRM4 agonist – CHRM4 agonism in calcium assay | 360,000 tested, 0.14% active | activation, % at 3 µM | CHO-K1 hM4/Gqi5, Fluo-8 calcium fluorescence; vehicle 0%, full acetylcholine response 100% | P08173 | AID 624127;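 active means activation above the run mean over all test wells plus 3 SD, cut at about 32% in these data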;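 further: peak over basal fluorescence ratio per well then scaled between controls; 0% = DMSO wells and 100% = acetylcholine at EC100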
* marks the source's active call; other numbers are inactive results; . = no result given.

SMILES	M4 PAM	CRFBP-R2 block	CRFR2-BP ag	M5 antag	M5 ag	IDE cell inh	CHRM4 antagonist	M5 PAM	CHRM4 agonist
COCc1cc(=O)n2[nH]c(C)c(-c3ccc(Cl)cc3)c2n1	-1	29	-8.8	-3	-2	.	4	3	-2
O=C1CSC(=S)N1N=Cc1cccc2ccccc12	3	-11	-0.5	-12	4	.	-10	6	1
O=Cc1c[nH]c2ccc(S(=O)(=O)N3CCOCC3)cc12	3	-5	-0.9	-7	1	-4	5	3	0
CC1(C)Nc2ccccc2N(CCC(=O)N2CCOCC2)C1=O	-4	6	0.4	3	1	-1	6	2	2
Cc1nc2ccc(S(=O)(=O)NC(C(=O)Nc3nccs3)C(C)C)cc2s1 (stereo unspecified)	-1	-1	0.7	3	2	1	-8	-4	0
Cc1ccc(SCCN2CCN(C)CC2)cc1	3	4	-0.9	8	-15	-1	-2	3	1
Cc1cccc(-c2noc(-c3ccccc3C(=O)NCc3ccco3)n2)c1	-13	3	-3.8	17	-1	10	-4	-12	9
N#C/C(=C\c1ccc(C#N)cc1)C(=O)N1CCCC1	0	.	.	2	-2	3	-5	3	0
COC(=O)CC1C(=O)NCCN1C(=O)CSc1nc2ccc([N+](=O)[O-])cc2s1 (stereo unspecified)	-5	-3	0.6	0	5	7	9	2	3
COc1ccc(NC(=O)CN(C)C(=O)Cc2ccc(-c3ccccc3)cc2)cc1	10	-4	-0.8	-1	3	0	-14	-1	9
NC(=O)C1CCN(CCC(=O)Nc2ccc3c(c2)CCC3)CC1	-3	-18	11	-4	0	2	6	0	1
CC(C)c1nnc(-c2ccc(Cl)cc2)c(N(C)C)n1	2	14	0.2	-1	-8	4	-1	-1	-2
CCOC(=O)N1CCN(CCC(=O)c2ccc(OC)cc2)CC1	-6	6	-1.2	-1	-1	3	2	-5	1
Cc1cc(C)n2nc(SCC(=O)Nc3ccc(F)cc3)nc2n1	8	11	0.3	3	1	-1	-19	-8	3
COc1cccc(-c2ccc3ncnc(NCc4cccc(C)c4)c3c2)c1	-6	23	-0.1	21	-8	7	11	-7	4
CC1(C)CC(NC(=O)C(Cl)(Cl)Cl)CC(C)(C)N1	1	17	-1.8	5	-3	4	2	-1	1
CC(CN1CCOCC1)OC(=O)C1COc2ccccc2O1 (stereo unspecified)	-3	7	2.7	12	2	4	-5	-6	11
CC(C)N1CCC(N2CCN(C3CCCCCC3)CC2CCO)CC1 (stereo unspecified)	0	-2	-1.1	-3	-5	-2	-12	0	1
COc1cccc2cc(C(=O)NC(C)c3ccccc3)c(=O)oc12 (stereo unspecified)	5	-1	-3.0	4	-4	0	-4	6	0
COc1ccc(C2C(C(=O)N3CCCCC3)c3ccccc3C(=O)N2C)cc1 (stereo unspecified)	18	-7	-0.7	-6	2	8	-4	4	4
CCCCCN(C(=O)CCC(=O)OCC(=O)N(C)C1CCCCC1)c1c(N)n(CCCC)c(=O)[nH]c1=O	11	-4	0.5	3	-2	-4	-13	5	1
CCn1c(CC(=O)Nc2ccccc2F)nnc1SCC(=O)NC1=NCCS1	11	11	0.9	11	1	.	-6	-7	0
Cc1ccc2nc(-c3cccc(Br)c3)c(CC3CCCCC3)n2c1	-2	.	.	3	-2	.	-4	2	-1
CCCC(=O)Nc1nc(C)c(-c2csc(Nc3ccccc3OC)n2)s1	0	-4	2.1	10	0	5	10	-3	0
CC(=O)Nc1ccc(N=NC2C(=O)N(C(N)=S)N=C2C)cc1 (stereo unspecified)	-1	15	0.5	-9	5	-5	-11	14	0

Profiles as entered above.
CC(C)N1CCC(N2CCN(C3CCCCCC3)CC2CCO)CC1 (stereo unspecified) across the screens: M4 PAM = 0; CRFBP-R2 block = -2; CRFR2-BP ag = -1.1; M5 antag = -3; M5 ag = -5; IDE cell inh = -2; CHRM4 antagonist = -12; M5 PAM = 0; CHRM4 agonist = 1
CC1(C)CC(NC(=O)C(Cl)(Cl)Cl)CC(C)(C)N1 across the screens: M4 PAM = 1; CRFBP-R2 block = 17; CRFR2-BP ag = -1.8; M5 antag = 5; M5 ag = -3; IDE cell inh = 4; CHRM4 antagonist = 2; M5 PAM = -1; CHRM4 agonist = 1
COc1cccc(-c2ccc3ncnc(NCc4cccc(C)c4)c3c2)c1 across the screens: M4 PAM = -6; CRFBP-R2 block = 23; CRFR2-BP ag = -0.1; M5 antag = 21; M5 ag = -8; IDE cell inh = 7; CHRM4 antagonist = 11; M5 PAM = -7; CHRM4 agonist = 4

Next section
SMILES	M4 PAM	CRFBP-R2 block	CRFR2-BP ag	M5 antag	M5 ag	IDE cell inh	CHRM4 antagonist	M5 PAM	CHRM4 agonist
COc1ccccc1NC(=O)Cn1nnc(C(=O)NCCc2ccccc2)c1N	0	-31	1.1	3	-1	-3	0	-4	3
NS(=O)(=O)c1ccc(NC(=S)N2CCC(Cc3ccccc3)CC2)cc1	-6	-3	-0.2	12	-7	1	1	-5	3
CSCCC1NC2(C(=O)Nc3c2ccc(Cl)c3C)[C@@H]2C(=O)N(C3CCCC3)C(=O)[C@H]12 (stereo partly specified)	10	-53	-2.1	-4	1	-1	0	-2	0
COc1ccc(Nc2nc3cc(C)ccc3cc2C#N)c(OC)c1	4	-28	2.9	7	-2	4	-1	-4	0
Cc1nc(SCc2nc3ccc([N+](=O)[O-])cc3[nH]2)c2oc3ccccc3c2n1	-1	8	-1.7	1	4	0	-6	2	1
CCCN1CCCC[C@H]1C(=O)Nc1c(C)cccc1C	-4	-1	-2.9	9	0	3	0	-3	0
CCc1nc2c(OCC3COc4ccccc4O3)cccn2c1N(C)C(=O)c1ccc(OC)cc1 (stereo unspecified)	-7	.	.	16	-3	.	0	-7	2
C/C(=N\NC(=O)c1cc2c(s1)CCC(C)C2)c1cccnc1 (stereo unspecified)	-3	-12	-0.3	-5	-2	-1	1	-6	0
Cc1c(NC(=O)COc2cccc3c2OC(C)(C)C3)c(=O)n(-c2ccccc2)n1C	5	7	-2.6	-10	1	-4	-11	5	1
CCN(CC)c1ccc(/C=C(/C#N)C(=O)NCc2ccccc2)o1	-11	-157	141*	9	30*	103*	8	-18	13
COC(=O)Nc1nnc(-c2ccccc2Cl)s1	-3	-9	5.6	-2	0	4	7	3	1
C#CCOc1ccccc1/C=N/NC(=O)c1ccccc1OCc1ccccc1	-7	11	0.6	6	-5	3	2	-7	7
CC1=C(C(=O)N2CCOCC2)C(c2ccc(OC(F)F)cc2)NC(=S)N1c1ccccc1 (stereo unspecified)	1	0	-1.6	1	-5	-5	-7	3	1
O=C(Nc1cc(C(F)(F)F)ccc1N1CCOCC1)c1ccccc1	1	-18	-0.3	1	-1	3	-3	5	0
COc1ccc(C(C)=O)cc1COC(=O)c1ccc(N)c([N+](=O)[O-])c1	-8	7	-0.3	-4	-5	9	3	-4	2
O=C(NCCCN1CCOCC1)c1ccc(NC(=O)C2COc3ccccc3O2)cc1 (stereo unspecified)	6	-4	-0.1	4	-3	3	-4	-2	4
CCCCOc1ccc(C(=O)OC(C)CN(C)C)cc1 (stereo unspecified)	15	-22	-0.5	-5	-4	-2	7	5	3
N#Cc1ccc(C(=O)Nc2nc3ccccc3[nH]2)cc1	2	9	-0.9	-2	4	2	-2	4	5
O=C(COC(=O)c1ccc(F)cc1F)NC(=O)Nc1ccc2c(c1)OCCO2	3	1	-0.4	7	5	1	-5	5	2
CC1(/[N+]([O-])=C/c2ccc(Cl)cc2Cl)CCCCC1=O (stereo unspecified)	-1	4	-0.7	-4	0	-5	2	7	1
CCn1c(SCC(=O)NC2CCCC2)nnc1-c1ccncc1	-1	-9	0.3	4	-1	1	-1	2	0
CC(C)NS(=O)(=O)c1ccc(CCC(=O)N2CCCC2)cc1	-4	13	0.8	-27	1	4	-6	8	0
COc1cc(-c2cnc3c(NC=O)cc(-c4ccccc4)cn23)cc(OC)c1OC	-2	.	.	10	0	.	1	-1	4
CC(C)c1ccc(NC(=O)N2CCOCC2)cc1	-6	-2	-0.5	4	-1	-2	8	1	0
COC(=O)/C=C1\OCc2cccc(C)c21	4	.	.	-3	-1	.	5	2	1

Some of these compounds in order of length of the SMILES, highest first:
SMILES	M4 PAM	CRFBP-R2 block	CRFR2-BP ag	M5 antag	M5 ag	IDE cell inh	CHRM4 antagonist	M5 PAM	CHRM4 agonist
Cc1c(NC(=O)COc2cccc3c2OC(C)(C)C3)c(=O)n(-c2ccccc2)n1C	5	7	-2.6	-10	1	-4	-11	5	1
CC1(C)CC(NC(=O)C(Cl)(Cl)Cl)CC(C)(C)N1	1	17	-1.8	5	-3	4	2	-1	1
CCCCOc1ccc(C(=O)OC(C)CN(C)C)cc1 (stereo unspecified)	15	-22	-0.5	-5	-4	-2	7	5	3

Additional results follow.
SMILES	M4 PAM	CRFBP-R2 block	CRFR2-BP ag	M5 antag	M5 ag	IDE cell inh	CHRM4 antagonist	M5 PAM	CHRM4 agonist
O=C(O)C1C2C=CC(C2)C1C(=O)NCCC1=CCCCC1 (stereo unspecified)	0	1	-0.4	0	1	3	-2	1	0
CSc1cccc(NC(=O)c2cccc3cccnc23)c1	1	-3	0.8	6	-6	-5	-3	-1	0
CCOc1cc(S(=O)(=O)N2CCCCC2)ccc1F	17	15	0.3	-3	-10	-2	0	7	0
Cc1ccc(S(=O)(=O)N2CCOCC2)cc1C(=O)N1CCN(S(=O)(=O)c2cccs2)CC1	0	8	1.9	2	-9	2	-8	-1	2
O=C(COC(=O)c1ccc([N+](=O)[O-])s1)Nc1ncc(C(F)(F)F)cc1Cl	0	-18	11	0	-6	0	10	-3	0
O=S(=O)(Nc1nc2ccccc2s1)c1cnc(Cl)c(Br)c1	7	31	6.8	-5	2	4	2	11	0
O=C(CN1CCN(S(=O)(=O)c2ccccc2)CC1)NCc1ccccc1	5	-3	-1.1	-13	-3	8	-14	8	3
CC1(C2CC2)NC(=O)N(CC(=O)Nc2ccccc2C#N)C1=O (stereo unspecified)	8	-17	5.0	5	-3	.	-5	2	1
O=C(/C=C/c1ccccc1)NC(=S)Nc1ccc2c3c(cccc13)CC2	1	-13	-2.5	-7	-2	-1	-4	2	1
O=C(NCCCN1CCN(C2CCCCC2)CC1)Nc1ccccc1C(F)(F)F	-4	5	0.9	7	-10	0	-1	-2	0
Nc1[nH]c(C(=O)c2ccccc2)c(-c2ccc(C(F)(F)F)cc2)c1C(=O)NCc1ccc(Cl)cc1Cl	6	.	.	-6	3	.	-8	0	1

A second format for 2 compounds above:
O=C(CN1CCN(S(=O)(=O)c2ccccc2)CC1)NCc1ccccc1
  M4 PAM = 5	CRFBP-R2 block = -3	CRFR2-BP ag = -1.1	M5 antag = -13	M5 ag = -3	IDE cell inh = 8	CHRM4 antagonist = -14	M5 PAM = 8	CHRM4 agonist = 3

CC1(C2CC2)NC(=O)N(CC(=O)Nc2ccccc2C#N)C1=O (stereo unspecified)
  M4 PAM = 8	CRFBP-R2 block = -17	CRFR2-BP ag = 5.0	M5 antag = 5	M5 ag = -3	IDE cell inh = .	CHRM4 antagonist = -5	M5 PAM = 2	CHRM4 agonist = 1
